NFkB SMM: binders of NF-kB p50 subunit, primary screen, biochemical, small molecule microarray, anti-His fluorescence; Nuclear factor NF-kappa-B p105 subunit (Homo sapiens), P19838; anti-His fluorescence binding; calls only; actives 1.3% (n = 17,000); AID 624139, 2012;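 active means spot fluorescence over background significantly raised, with a chance value under 7% in all four replicate spots of the compound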;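 further: probe protein is his-tagged human p50 processed subunit at 1 µg/ml; raw spot fluorescence signals with no normalization applied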
Target sequence (P19838 1-433 limits assumed): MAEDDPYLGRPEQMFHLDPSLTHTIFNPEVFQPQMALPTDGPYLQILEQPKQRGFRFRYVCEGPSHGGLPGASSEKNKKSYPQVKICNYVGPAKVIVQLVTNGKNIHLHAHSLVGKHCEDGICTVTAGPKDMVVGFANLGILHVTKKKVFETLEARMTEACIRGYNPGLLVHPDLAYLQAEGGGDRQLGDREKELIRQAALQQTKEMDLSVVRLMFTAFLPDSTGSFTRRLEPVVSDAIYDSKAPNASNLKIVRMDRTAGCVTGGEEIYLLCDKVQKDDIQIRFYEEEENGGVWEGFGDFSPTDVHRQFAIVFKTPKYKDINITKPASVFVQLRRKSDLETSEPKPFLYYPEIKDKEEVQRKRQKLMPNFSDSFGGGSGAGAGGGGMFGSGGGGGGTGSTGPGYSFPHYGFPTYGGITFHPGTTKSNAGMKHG
Calls only; i = inactive. Not all compounds are listed. The share of hits here may be higher or lower than overall.

SMILES	NFkB SMM
COc1ccccc1NC(=O)CN(c1ccccc1OC)S(C)(=O)=O	i
C[C@H](CO)N1C[C@H](C)[C@H](CN(C)C(=O)NC2CCCCC2)Oc2ccc(NS(=O)(=O)c3ccc(Cl)cc3)cc2C1=O	i
CC(=O)OCC(CCn1cnc2cnc(N)nc21)COC(C)=O	i
C[C@H](CO)N1C[C@H](C)[C@@H](CN(C)C)OCCCC[C@H](C)Oc2ccc(NC(=O)Nc3cccc4ccccc34)cc2C1=O	i
C[C@@H]1CCCCO[C@@H](CN(C)S(=O)(=O)c2ccccc2)[C@@H](C)CN([C@H](C)CO)C(=O)c2cc(NC(=O)CCCN(C)C)ccc2O1	i
COC(=O)Cc1cc(=O)n(-c2ccccc2)[nH]1	i
C=C1CCC2[C@](C)(CCC[C@]2(C)C(=O)O)[C@H]1CC/C(C)=C/C(=O)OC (some centres undefined)	i
Cc1sc2ncn(CC(=O)Nc3cccc(Cl)c3C)c(=O)c2c1-c1ccccc1	i
C[C@@H]1CN([C@@H](C)CO)C(=O)c2cccc(NS(=O)(=O)c3cn(C)cn3)c2O[C@H]1CN(C)CC1CC1	i
C[C@@H]1CN([C@H](C)CO)C(=O)c2cc(NC(=O)CCN3CCOCC3)ccc2O[C@@H]1CN(C)C	i
O=C1C[C@@](C(=O)NCc2ccccc2)(c2ccc([N+](=O)[O-])cc2)[C@@H](c2ccc(CO)cc2)N1C1CCCCC1	i
C[C@H]1CN([C@@H](C)CO)C(=O)c2cc(NC(=O)Nc3ccc(F)cc3)ccc2O[C@H]1CN(C)C(=O)NC1CCCCC1	i
C[C@H](CO)N1C[C@H](C)[C@H](CN(C)C(=O)Nc2cccc3ccccc23)Oc2ncccc2C1=O	i
C[C@H]1CCCCO[C@@H](CN(C)C(=O)Nc2ccccc2)[C@@H](C)CN([C@@H](C)CO)C(=O)c2cc(NC(=O)Nc3ccccc3)ccc2O1	i
C[C@@H]1CN([C@H](C)CO)C(=O)CCCn2cc(nn2)CO[C@H]1CN(C)Cc1ccc(C(F)(F)F)cc1	i
Cc1nnc(SCC(=O)Nc2nsc(-c3ccc(Cl)cc3)n2)s1	i
C[C@@H]1CCCCO[C@H](CN(C)Cc2ccc3c(c2)OCO3)[C@H](C)CN([C@@H](C)CO)C(=O)c2cc(NC(=O)c3ccncc3)ccc2O1	i
C[C@@H]1CN([C@H](C)CO)C(=O)c2cc(NC(=O)Nc3ccc4c(c3)OCO4)ccc2O[C@H]1CN(C)Cc1ccc(C(=O)O)cc1	i
C[C@@H]1CCCCO[C@H](CN(C)C)[C@@H](C)CN([C@@H](C)CO)C(=O)c2cc(NS(=O)(=O)c3ccc(Cl)cc3)ccc2O1	i
C[C@@H]1CN([C@@H](C)CO)C(=O)CCCn2nncc2CO[C@@H]1CN(C)C(=O)Nc1ccc2c(c1)OCCO2	i
CC(C)NC(=O)N(C)C[C@@H]1OCCCC[C@H](C)Oc2ccc(NC(=O)Cc3ccccc3)cc2C(=O)N([C@@H](C)CO)C[C@H]1C	i
Cc1noc(C)c1NC(=O)N(C)C[C@H]1OCCCC[C@H](C)Oc2ccc(N(C)C)cc2C(=O)N([C@H](C)CO)C[C@H]1C	i
C[C@@H]1CN([C@@H](C)CO)C(=O)c2cccc(NC(=O)C3CCOCC3)c2O[C@H]1CN(C)C(=O)Nc1ccc(C(F)(F)F)cc1	i
C[C@@H]1CN([C@@H](C)CO)C(=O)c2cccc(NS(=O)(=O)c3ccc(Cl)cc3)c2O[C@H]1CN(C)CC1CC1	i
C[C@H]1CN([C@@H](C)CO)C(=O)c2cc(NC(=O)c3ccncc3)ccc2O[C@@H]1CN(C)S(=O)(=O)c1ccc(Cl)cc1	i
C[C@H](CO)N1C[C@H](C)[C@H](CN(C)S(=O)(=O)c2ccccc2)Oc2ccc(NC(=O)C3CCCCC3)cc2C1=O	i
COC(=O)c1c(C)oc2ccc(NS(=O)(=O)c3cc(OC)ccc3OC)cc12	i
C=C/C=C/[C@@H]1C(=C)CN2[C@H]1[C@H](Cc1ccccc1)OC(=O)[C@@H]2Cc1ccccc1	i
C[C@H]1CCCCO[C@H](CN(C)Cc2ccc(C(=O)O)cc2)[C@@H](C)CN([C@@H](C)CO)C(=O)c2cc(NC(=O)Nc3ccc(F)cc3)ccc2O1	i
C[C@@H]1CN([C@@H](C)CO)C(=O)c2cc(NC(=O)CCCN(C)C)ccc2O[C@@H](C)CCCCO[C@@H]1CN(C)S(=O)(=O)c1cccs1	i
C[C@H](CO)N1C[C@H](C)[C@@H](CN(C)C(=O)NC2CCCCC2)Oc2ccc(NC(=O)NC3CCCCC3)cc2C1=O	i
COc1ccc(-c2ccc(C#N)c(SCC(=O)Nc3cc(OC)c(OC)c(OC)c3)n2)cc1	i
C[C@@H]1CCCCO[C@H](CN(C)C(=O)CCCN(C)C)[C@@H](C)CN([C@H](C)CO)C(=O)c2cc(NS(=O)(=O)c3cccs3)ccc2O1	i
O=C1CSC(c2ccccc2)N1c1cccc(Cl)c1 (centres undefined)	i
C[C@@H]1CCCCO[C@@H](CN(C)S(=O)(=O)c2ccccc2)[C@@H](C)CN([C@H](C)CO)C(=O)c2cc(N(C)C)ccc2O1	i
C=CCOC(=O)C(=O)/C=C/C(C)(C)C	i
COc1ccc(NC(=O)Nc2ccc3c(c2)C(=O)N([C@@H](C)CO)C[C@@H](C)[C@H](CN(C)C)OCCCC[C@@H](C)O3)cc1	i
CCn1c(SCc2nc3ccccc3c(=O)[nH]2)nnc1-c1ccccc1Br	i
CC(=O)Nc1nonc1-c1nc2ccccc2n1Cc1ccc(Cl)cc1Cl	i
CC(Oc1ccc(Br)cc1)C(=O)Nc1ncn[nH]1 (centres undefined)	i
O=C(C1=C[C@H](c2csc3ccccc23)C[C@H](OCCCCO)O1)N1CCN(Cc2ccccc2)CC1	i
CC(C)NC(=O)N(C)C[C@H]1OCCCC[C@H](C)Oc2ccc(NC(=O)CCC(F)(F)F)cc2C(=O)N([C@H](C)CO)C[C@H]1C	i
C[C@H](CO)N1C[C@H](C)[C@@H](CN(C)C(=O)Nc2ccc(F)cc2)Oc2ccc(NC(=O)Nc3ccccc3)cc2CC1=O	i
COc1ccc(S(=O)(=O)Nc2ccc3c(c2)CC(=O)N([C@@H](C)CO)C[C@@H](C)[C@@H](CN(C)C(=O)Nc2ccccc2)O3)cc1	i
O=C(C1=C[C@H](c2ccc(C(F)(F)F)cc2)C[C@H](OCc2ccc(CO)cc2)O1)N1CCN(Cc2ccccc2)CC1	i
CCc1ccc(OCC(=O)Nc2ccc3oc(-c4ccccc4)nc3c2)cc1	i
C[C@@H]1CN([C@@H](C)CO)C(=O)c2cccc(NS(C)(=O)=O)c2O[C@H]1CN(C)C(=O)NC1CCCCC1	i
O=C1c2ccccc2S(=O)(=O)N1CC(O)Cn1ccc2ccccc21 (centres undefined)	i
C[C@@H]1CN([C@@H](C)CO)C(=O)c2cccc(NC(=O)C3CCOCC3)c2O[C@@H]1CN(C)Cc1ccc2c(c1)OCO2	i
Cc1ccc(S(=O)(=O)Nc2ccc3c(c2)C(=O)N([C@@H](C)CO)C[C@@H](C)[C@H](CN(C)C(=O)Nc2c(C)noc2C)O3)cc1	i
COc1ccc(NC(=O)N(C)C[C@@H]2Oc3ccc(NC(=O)C4CC4)cc3CC(=O)N([C@H](C)CO)C[C@H]2C)cc1	i
CC(C)NC(=O)Nc1cccc2c1O[C@H](CN(C)C)[C@H](C)CN([C@@H](C)CO)C2=O	i
CC1CS(=O)(=O)CCN1/N=C/c1ccc([N+](=O)[O-])o1 (centres undefined)	i
O=C(O)CCCC[C@@H]1SC[C@@H]2NC(=O)N[C@@H]21	i
CNC(=O)CN(c1ccc(F)cc1)S(=O)(=O)c1ccc2c(c1)OCCO2	i
C[C@H](CO)N1C[C@H](C)[C@@H](CN(C)C(=O)OCc2ccccc2)OCc2cn(nn2)CCCC1=O	i
C[C@H]1CN([C@@H](C)CO)C(=O)c2cccc(NC(=O)c3nc4ccccc4s3)c2O[C@H]1CN(C)C(=O)NC1CCCCC1	i
COc1ccc(NC(=O)Nc2cccc3c2O[C@H](CN(C)S(=O)(=O)c2ccc(OC)cc2)[C@@H](C)CN([C@H](C)CO)C3=O)cc1	i
C#Cc1ccc([C@H]2C=C(C(=O)N3CCN(Cc4ccc5c(c4)OCO5)CC3)O[C@@H](OCC)[C@@H]2CCCO)cc1	i
O=C(CSc1nnc(-c2ccco2)o1)c1ccc2c(c1)OCCO2	i

4 entries drawn at random from those above:
SMILES	NFkB SMM
CCc1ccc(OCC(=O)Nc2ccc3oc(-c4ccccc4)nc3c2)cc1	i
O=C1c2ccccc2S(=O)(=O)N1CC(O)Cn1ccc2ccccc21 (centres undefined)	i
COc1ccc(NC(=O)Nc2cccc3c2O[C@H](CN(C)S(=O)(=O)c2ccc(OC)cc2)[C@@H](C)CN([C@H](C)CO)C3=O)cc1	i
C[C@@H]1CN([C@@H](C)CO)C(=O)c2cccc(NC(=O)C3CCOCC3)c2O[C@@H]1CN(C)Cc1ccc2c(c1)OCO2	i

(cont.)
SMILES	NFkB SMM
C[C@H](CO)N1C[C@H](C)[C@@H](CN(C)Cc2ccc(C(=O)O)cc2)Oc2c(NS(=O)(=O)c3cccs3)cccc2C1=O	i
CC(C)C1CCC2(C)CCC(O)C(C)(O)C2C1OC(=O)/C=C/c1ccccc1 (centres undefined)	i
C[C@@H]1CN([C@@H](C)CO)C(=O)c2cc(NC(=O)CCN3CCOCC3)ccc2O[C@H]1CN(C)C(=O)Nc1ccc(F)cc1	i
C[C@@H]1CN([C@@H](C)CO)C(=O)c2cccc(NS(=O)(=O)c3ccc(Cl)cc3)c2O[C@@H]1CN(C)Cc1ccc2c(c1)OCO2	i
C[C@@H]1CN([C@H](C)CO)C(=O)c2cc(N(C)C)ccc2O[C@H]1CN(C)S(=O)(=O)c1ccccc1	i
Cc1ccc(S(=O)(=O)Nc2cccc3c2O[C@@H](CN(C)C(=O)Nc2c(C)noc2C)[C@@H](C)CN([C@H](C)CO)C3=O)cc1	i
C[C@@H]1CCCCO[C@H](CN(C)C)[C@@H](C)CN([C@@H](C)CO)C(=O)c2cc(NC(=O)c3ccccc3)ccc2O1	i
C[C@@H]1CN([C@H](C)CO)C(=O)c2cc(NS(=O)(=O)c3cn(C)cn3)ccc2O[C@H]1CN(C)C	i
C[C@H](CO)N1C[C@H](C)[C@H](CN(C)CC2CC2)Oc2c(cccc2N(C)C)C1=O	i
COc1ccc(S(=O)(=O)N(C)C[C@@H]2Oc3c(NC(=O)C4CC4)cccc3C(=O)N([C@H](C)CO)C[C@@H]2C)cc1	i
C[C@@H]1CCCCO[C@H](CN(C)S(=O)(=O)c2ccccc2)[C@@H](C)CN([C@H](C)CO)C(=O)c2cc(NS(C)(=O)=O)ccc2O1	i
N#Cc1cccc(CSc2nnc(CCCO)n2-c2ccccc2)c1	i
COc1cc(S(=O)(=O)n2cnc3cc(C)c(C)cc32)c(OC)cc1Cl	i
C#CCNC(=O)C1=C[C@H](c2ccc(C#C)cc2)[C@@H](CCCO)[C@H](OCC)O1	i
O=C(CCSc1nc(-c2ccco2)cc(C(F)(F)F)n1)N1CCN(c2ccccn2)CC1	i
OC[C@@H]1[C@H]2c3ccccc3OC1(CO)N=C1SCc3ccccc3CN12	i
OCCOCCNc1ncnc2sc(-c3ccccc3)cc12	i
C[C@@H]1CN([C@H](C)CO)C(=O)c2cccc(NS(C)(=O)=O)c2O[C@H]1CN(C)Cc1ccc(C(F)(F)F)cc1	i
C[C@@H]1[C@H]2[C@H](O[C@@H]3O[C@H](CO)[C@@H](O)[C@H](O)[C@H]3O)OC=C(C(=O)O)[C@H]2C[C@@H]1OC(=O)/C=C/c1ccc(O)cc1	i
COc1cc(/C(C)=C/C(C)O)oc(=O)c1C (centres undefined)	i
COc1ccc(S(=O)(=O)Nc2ccc3c(c2)C(=O)N([C@H](C)CO)C[C@@H](C)[C@H](CN(C)C(=O)Nc2ccc(F)cc2)OCCCC[C@H](C)O3)cc1	i
C[C@H]1CN([C@@H](C)CO)C(=O)Cc2cc(NC(=O)Cc3cn(C)c4ccccc34)ccc2O[C@H]1CN(C)Cc1ccc(C(=O)O)cc1	i
COc1ccc(CN(C)C[C@@H]2OCCCC[C@H](C)Oc3ccc(NC(=O)NC4CCCCC4)cc3C(=O)N([C@H](C)CO)C[C@H]2C)cc1	i
COc1ccc(NC(=O)CC(C(=O)O)N2CCCCC2)cc1 (centres undefined)	i
COc1ccc(NC(=O)Nc2ccc3c(c2)CC(=O)N([C@@H](C)CO)C[C@H](C)[C@@H](CN(C)S(=O)(=O)c2ccc(C)cc2)O3)cc1	i
COc1ccc(S(=O)(=O)N(C)C[C@H]2Oc3ccc(NC(=O)C4CC4)cc3C(=O)N([C@@H](C)CO)C[C@@H]2C)cc1	i
CCC(C)C(=O)c1c(O)cc2c(c1O)CC(CC=C(C)C)C(C)(C)O2 (centres undefined)	i
C[C@H]1CN([C@@H](C)CO)C(=O)c2cc(NC(=O)CCCN(C)C)ccc2O[C@H]1CN(C)S(C)(=O)=O	i
C[C@@H]1CN([C@H](C)CO)C(=O)c2cc(NC(=O)Cn3cnnn3)ccc2O[C@@H]1CN(C)Cc1ccc(Cl)c(Cl)c1	i

In the list so far, 5 contain two or more sulfur atoms:
SMILES	NFkB SMM
Cc1nnc(SCC(=O)Nc2nsc(-c3ccc(Cl)cc3)n2)s1	i
C[C@@H]1CN([C@@H](C)CO)C(=O)c2cc(NC(=O)CCCN(C)C)ccc2O[C@@H](C)CCCCO[C@@H]1CN(C)S(=O)(=O)c1cccs1	i
C[C@@H]1CCCCO[C@H](CN(C)C(=O)CCCN(C)C)[C@@H](C)CN([C@H](C)CO)C(=O)c2cc(NS(=O)(=O)c3cccs3)ccc2O1	i
C[C@H](CO)N1C[C@H](C)[C@@H](CN(C)Cc2ccc(C(=O)O)cc2)Oc2c(NS(=O)(=O)c3cccs3)cccc2C1=O	i
C[C@@H]1CCCCO[C@H](CN(C)S(=O)(=O)c2ccccc2)[C@@H](C)CN([C@H](C)CO)C(=O)c2cc(NS(C)(=O)=O)ccc2O1	i

Screening data deposited in PubChem by Broad Institute.
